# LYP act = LYP phosphatase activators, primary screen, biochemical, DiFMUP fluorescence, 2 µM; Tyrosine-protein phosphatase non-receptor type 22 (Homo sapiens), Q9Y2R2; recombinant LYP; 0 = plate median, 100 = signal doubled; activation, % at 2 µM; 96,000 compounds, 0.11% hits; AID 697, 2007;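 active means activation at 2 µM above a set limit, the mean plus 5 SD, cut at about 37% in these data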
# Target sequence (Q9Y2R2 whole entry, looked up): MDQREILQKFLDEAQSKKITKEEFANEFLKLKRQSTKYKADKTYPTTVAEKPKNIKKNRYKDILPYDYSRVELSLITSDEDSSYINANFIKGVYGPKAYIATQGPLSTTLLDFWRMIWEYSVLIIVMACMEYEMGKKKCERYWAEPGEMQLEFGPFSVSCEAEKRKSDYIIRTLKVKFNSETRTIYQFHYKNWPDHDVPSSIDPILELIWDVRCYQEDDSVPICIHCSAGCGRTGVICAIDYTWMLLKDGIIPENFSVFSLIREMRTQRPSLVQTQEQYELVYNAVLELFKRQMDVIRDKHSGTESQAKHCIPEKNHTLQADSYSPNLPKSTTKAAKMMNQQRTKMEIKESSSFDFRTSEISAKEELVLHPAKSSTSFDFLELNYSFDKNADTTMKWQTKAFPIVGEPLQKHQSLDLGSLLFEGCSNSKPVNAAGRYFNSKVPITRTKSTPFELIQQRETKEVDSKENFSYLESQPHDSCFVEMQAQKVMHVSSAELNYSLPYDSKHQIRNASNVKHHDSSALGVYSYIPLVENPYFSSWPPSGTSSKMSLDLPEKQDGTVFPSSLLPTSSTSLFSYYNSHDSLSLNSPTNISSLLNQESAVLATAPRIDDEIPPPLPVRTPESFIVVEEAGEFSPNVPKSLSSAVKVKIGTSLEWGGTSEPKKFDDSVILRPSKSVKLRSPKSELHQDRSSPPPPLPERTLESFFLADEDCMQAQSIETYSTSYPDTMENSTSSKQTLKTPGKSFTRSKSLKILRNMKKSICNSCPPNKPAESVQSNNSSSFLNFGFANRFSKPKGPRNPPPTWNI
# S1P2 ag = S1P2 receptor agonists, primary screen, cell-based. AID 729, 2007. Sphingosine 1-phosphate receptor 2 (Homo sapiens), O95136. S1P2-expressing cell line, agonist reporter read-out. 97,000 compounds, 0.46% hits. activation, % at 4.5 µM; in the data active means activation above about 16%;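 further: 0% = vehicle low control and 100% = maximal reference agonist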
# Fibroblast inh = antiproliferative effect on LL 47 fibroblasts – human, LL 47 cells, CellTiter-Glo luminescence, primary screen | LL 47 human lung fibroblast viability, ATP luminescence; hits give low values | viability, % at 10 µM | 85,000 compounds, 1.1% hits | AID 719, 2007;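 active means viability at or below 50% in the single dose screen; inactive means viability above 50%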;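 further: compound exposure lasted 72 h before the ATP readout; 100% = median luminescence of untreated cell-only wells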
#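 material = human LL 47 lung fibroblast cells | dosing = compounds added from tenfold dosing solution, 0.1% DMSO final | timing = overnight cell rest, 72 h compound treatment at 37 °C | measured by = CellTiter-Glo luminescence measuring cellular ATP | evaluation = % viability versus median cells-only luminescence | control set = cell-only wells, no compound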
# H69AR inhibit = proliferation blockers of H69AR lung cancer cells, primary screen, cell-based, human, 86K library. H69AR lung tumor viability, ATP luminescence, 72 h; hits give low values. viability, % at 10 µM. 85,000 compounds, 6% hits;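 active means viability at or below 40%; inactive means viability above 40%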;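 further: multidrug resistant small cell line overexpressing MRP-1 efflux transporter; 100% = mean luminescence of untreated control wells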
# sEH inhibitor = soluble epoxide hydrolase inhibitors, primary screen, biochemical, human sEH | Bifunctional epoxide hydrolase 2 (Homo sapiens), P34913 | 91,000 compounds, 0.34% hits | recombinant human sEH enzymatic activity assay | inhibition, % at 2 µM; in the data active means inhibition above about 80%; further: values of inactives mirror those of a sister screen read the other way; many of its hits are not listed in these tables
# S1P2 antag = human S1P2 receptor antagonists, primary screen, cell-based | inhibition, % at 5 µM | Sphingosine 1-phosphate receptor 2 (Homo sapiens), O95136 | cell-based S1P2 antagonist assay, inhibition at 5 uM | 97,000 compounds, 0.21% hits; in the data active means inhibition above about 45%;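 further: CRE beta-lactamase reporter cells expressing human S1P2 stimulated with S1P; 0% = agonist at EC80 alone and 100% = agonist plus reference antagonist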
# PostGolgi ctrl = growth inhibition of yeast control strain, primary screen, counter-screen for post-Golgi transport modulator project | inhibition, % at 10 µM | 98,000 compounds, 5% hits | efflux-deficient yeast background strain, growth absorbance A615, 16 h | AID 738, 2007; in the data active means inhibition above about 30%
# sEH act = soluble epoxide hydrolase activators, primary screen, biochemical, human sEH | 91,000 compounds, 0.04% hits | AID 717, 2007 | activation, % at 2 µM | Bifunctional epoxide hydrolase 2 (Homo sapiens), P34913 | purified human sEH enzymatic activity, activator screen; in the data active means activation above about 37%; further: values of inactives mirror those of a sister screen read the other way
# HUVEC prolif 384 = inhibitors of HUVEC proliferation, primary screen, cell-based, 384-well; CellTiter-Glo luminescence, 72 h; hits give low values; viability, % at 10 µM (by protocol); 86,000 compounds, 1.1% hits; AID 648, 2007;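 active means viability at or below 30%; inactive means viability above 30%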;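 further: 100% = median luminescence of DMSO-only cell control wells on each plate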
# * marks the source's active call; other numbers are inactive results; x = not tested or not shown. This is a subset; rates above refer to the full screens.
SMILES,LYP act,S1P2 ag,Fibroblast inh,H69AR inhibit,sEH inhibitor,S1P2 antag,PostGolgi ctrl,sEH act,HUVEC prolif 384
COCCC(=O)N(Cc1ccc2c(c1)OCO2)C(C(=O)NC1CCCCC1)c1ccncc1 (configuration not stated),4,-4,98,94,31,-4,0,-32,97
CCn1ncc(C2=NOC(C(=O)NCc3ccc(Cl)cc3)C2)c1C (configuration not stated),x,x,67,37*,x,x,-2,x,56
COC(=O)C1=C(C)N=C2SC(C#N)=C(N)N2C1c1cccc(OC)c1 (configuration not stated),-1,-12,x,x,-8,27,16,11,x
CC(C)OCCCNS(=O)(=O)c1ccc2c(c1)OCCO2,2,-1,92,93,-5,-5,6,8,107
Cc1cccc(N(C)C(=O)c2coc(=O)c3ccccc23)c1,2,1,103,105,-4,10,2,2,106
CN=Cc1c(NC)nc2c(C)cccn2c1=O,-4,-7,100,89,1,-17,-13,2,92
C=CCN1C(=NC(=O)CCC)SC2CS(=O)(=O)CC21 (configuration not stated),-4,-1,108,93,-1,-8,26,1,94
COc1cccc(C2C(C(=O)c3cc4cccc(OC)c4o3)=C(O)C(=O)N2c2cc(C)on2)c1OC (configuration not stated),-7,1,92,102,-8,-12,-3,7,108
O=C(c1cnc2n(c1=O)CCS2)N1CCCc2ccccc21,23,-1,93,88,6,-20,x,-3,89
Cc1nn(Cc2ccccc2Cl)c(C)c1NC(=O)/C=C/c1cnn(C)c1,-1,-8,x,x,7,2,11,-6,x
Cc1ccc(C)c(S(=O)(=O)NCc2ccc(C(=O)NCc3ccco3)cc2)c1,12,-3,97,76,6,-14,x,-4,94
O=C(NC1CCCC1)c1c[nH]c2ccc(F)cc2c1=O,6,-3,104,84,5,-7,-1,-7,98
CN(Cc1ccccc1)c1nc2c(c(=O)[nH]c(=O)n2C)n1Cc1ccccc1Cl,4,-1,x,x,11,-32,13,-8,x
Cc1cc(C)cc(N2CCCC2=O)c1,-1,-2,106,89,5,8,x,-4,97
CCOC(=O)NCC(C#CCN(CC)CC)N(CC)CC (configuration not stated),-1,-4,97,94,-2,-3,42*,1,99
Cc1ccc(Nc2nc(N)nc(CSc3nncn3C)n2)cc1,-7,-3,94,91,-12,6,x,13,85
Cc1ccccc1N(CC(=O)Nc1ccc(F)cc1)S(C)(=O)=O,x,x,104,97,x,x,5,x,115
CC(C)(C)c1nn(-c2ccccc2)c2[nH]c(=O)c(CNCc3ccco3)cc12,-9,-6,100,7.8*,5,-2,1,-4,44
COCCNC(=O)c1onc(CSc2ccccc2)c1C(=O)O,-2,-2,x,x,14,-5,-1,-9,x
C=CCn1c(SCc2ccc3nonc3c2)nnc1-c1cccs1,-6,2,90,97,6,-2,8,-9,110
O=C(NCc1ccco1)C1CCCN(S(=O)(=O)c2cccc3cccnc23)C1 (configuration not stated),-2,-5,101,84,x,8,14,x,95
Cc1nc(N[C@@H](Cc2ccccc2)C(=O)O)c2oc3ccccc3c2n1,3,-8,112,91,-4,2,27,8,97
CCOc1ccc(N2C(=O)CC(N3CCN(c4ccccc4F)CC3)C2=O)cc1 (configuration not stated),x,x,96,98,x,x,10,x,102
C=CC(=O)N1c2ccccc2Sc2ccc(NC(=O)OCC)cc21,9,-5,68,26*,-8,12,x,13,46
CC(C)n1c(=O)[nH]c2ccccc21,1,-1,104,95,4,-3,-2,-2,88
CCC(=O)Nc1cccc(NC(=S)NC(=O)c2ccccc2Cl)c1,6,-6,x,x,-25,2,10,26,x
COc1ccc(OC)c(NS(=O)(=O)c2ccc(NC(C)=O)cc2)c1,-1,-4,93,34*,-8,-8,4,9,91
COC(=O)CSc1nc2c(c(C3CC=CCC3)c1C#N)CCC2 (configuration not stated),-6,-3,101,65,5,-4,x,-1,91
O=C(O)COc1ccc(S(=O)(=O)NCCc2ccccc2)cc1,0,-5,99,101,-2,-2,7,1,97
O=c1[nH]c2ccc(S(=O)(=O)N3CCCCC3)cc2[nH]c1=O,4,-2,95,93,-3,2,x,3,99
COc1ccc(CCn2nnnc2C(CC(C)C)N2CCN(c3ncccn3)CC2)cc1OC (configuration not stated),-5,2,92,78,16,4,-3,-16,110
Cc1noc(C)c1Cc1ccc(O)cc1,2,-1,x,x,6,10,17,-3,x
Cc1ccccc1-c1noc(C23CC4CC(CC(C4)C2)C3)n1,2,-2,103,72,-8,8,10,8,110
CC1(C)CC(=O)C(C(c2ccncc2)C2C(=O)CC(C)(C)CC2=O)C(=O)C1,14,-5,102,90,-2,6,x,1,115
COc1ccc(OC)c2c1sc(=NC(=O)C(C)C)n2C,x,-1,87,87,x,5,24,x,93
COC(=O)C1CC(O)CN1C(=O)c1ccco1 (configuration not stated),14,-3,x,x,16,1,34*,-16,x

# Overlap with the part before: 3 compounds; new compounds follow.
SMILES,LYP act,S1P2 ag,Fibroblast inh,H69AR inhibit,sEH inhibitor,S1P2 antag,PostGolgi ctrl,sEH act,HUVEC prolif 384
CC1(C)CC(=O)C(C(c2ccncc2)C2C(=O)CC(C)(C)CC2=O)C(=O)C1,14,-5,102,90,-2,6,x,1,115
COc1ccc(OC)c2c1sc(=NC(=O)C(C)C)n2C,x,-1,87,87,x,5,24,x,93
COC(=O)C1CC(O)CN1C(=O)c1ccco1 (configuration not stated),14,-3,x,x,16,1,34*,-16,x
O=C(CCSCc1ccccc1Cl)N1CCN(c2ccccn2)CC1,4,-6,97,95,7,10,28,-8,98
O=C1C=C(OCc2ccccc2)CN1,-8,-3,109,98,-2,-3,-5,2,104
CCC(=O)N1CCN(c2ccccc2NC(=O)Cc2ccccc2)CC1,-8,-2,91,91,12,-76,-2,-14,90
O=C(Nc1sc2c(c1C(=O)O)CCCC2)c1cccs1,-1,-9,103,97,3,26,5,-2,83
CCOC(=O)N1CCN(Cc2nc3c(c(=O)[nH]c(=O)n3C)n2CCCc2ccccc2)CC1,-8,1,96,100,-1,10,14,1,110
COc1ccnc(CSC(N)=Nc2ccccc2OC)c1,4,-7,100,96,8,2,x,-8,99
CN(C)P(=NC(=O)COc1ccc(Cl)cc1Cl)(N(C)C)N(C)C,4,-3,96,100,0,-22,13,1,110
COc1ccc(OC)c(CNC(=O)CCNC(=O)Cn2ccc3ccccc3c2=O)c1,3,-4,99,72,x,9,1,x,97
CC12CN3CC(C)(CN(C1)C3c1cc(Br)ccc1O)C2=O (configuration not stated),-7,-12,105,97,12,-9,2,-11,99
CC(C)CCOc1ccc(Cl)cc1CN1CCOCC1,-10,-7,94,98,4,4,37*,-2,92
Cc1ncn(C23CC4CC(CC(O)(C4)C2)C3)n1,2,-3,97,100,-15,9,15,14,112
CCOc1nc(Nc2cc(Cl)ccc2OC)nc(OCC)n1,-7,-4,96,66,11,-15,x,-9,91

# 3 of the compounds above, tab-delimited:
smiles	LYP act	S1P2 ag	Fibroblast inh	H69AR inhibit	sEH inhibitor	S1P2 antag	PostGolgi ctrl	sEH act	HUVEC prolif 384
CN(C)P(=NC(=O)COc1ccc(Cl)cc1Cl)(N(C)C)N(C)C	4	-3	96	100	0	-22	13	1	110
COc1ccc(OC)c(CNC(=O)CCNC(=O)Cn2ccc3ccccc3c2=O)c1	3	-4	99	72	x	9	1	x	97
CC12CN3CC(C)(CN(C1)C3c1cc(Br)ccc1O)C2=O (configuration not stated)	-7	-12	105	97	12	-9	2	-11	99

# (more compounds)
SMILES,LYP act,S1P2 ag,Fibroblast inh,H69AR inhibit,sEH inhibitor,S1P2 antag,PostGolgi ctrl,sEH act,HUVEC prolif 384
CCC(c1nnnn1Cc1ccco1)N(CCc1ccccc1)Cc1cc2cccc(C)c2[nH]c1=O (configuration not stated),-5,-3,92,67,10,-4,52*,-10,85
COCCCNC(=O)C(C#N)c1nc2ccccc2nc1N1CCN(Cc2ccccc2)CC1 (configuration not stated),x,x,89,83,x,x,16,x,80
O=C(NC1CCCC1)c1ccc(COCC(F)(F)F)o1,3,-1,99,87,3,-25,10,-2,102
O=C(CN1C(=O)COc2ccccc21)NCCCN1CCN(Cc2ccccc2)CC1,9,-4,97,93,11,15,-6,-6,89
CNC(=O)c1ccc(N(Cc2ccccc2C)S(C)(=O)=O)cc1,-6,-4,x,x,-7,21,3,6,x
CCN1CCN(Cc2nc(N)nc(Nc3ccc(C)c(C)c3)n2)CC1,-6,-8,102,x,2,8,-2,1,97
O=S(=O)(c1cc(Cl)cc(Cl)c1)N1CCCC1c1nc2ccccc2s1 (configuration not stated),-7,1,x,x,-9,7,8,12,x
O=C(C1CCC(CNS(=O)(=O)c2cccs2)CC1)N1CCCCC1 (configuration not stated),-7,-5,102,90,-7,-14,-9,9,122
O=C1c2cnccc2CN1Cc1ccccc1,-3,-5,105,87,4,-13,2,-1,94
O=C(C1Cc2ccccc2O1)N1CCCCC1 (configuration not stated),0,-7,x,75,x,16,-1,x,107
Cc1ccc(NC(=O)CSc2nnc(Cn3cnc4ccccc43)o2)c(C)c1,-2,-4,112,89,9,25,14,-8,101
NC(=O)C1(N2CCCCC2)CCN(C(=O)c2ccc(C#Cc3ccccc3)o2)CC1,-11,-10,103,100,x,-23,1,x,86

# Individual results from the entries so far:
# S1P2 antag with O=C(NC1CCCC1)c1ccc(COCC(F)(F)F)o1 is entered as -25
# H69AR inhibit with CCC(c1nnnn1Cc1ccco1)N(CCc1ccccc1)Cc1cc2cccc(C)c2[nH]c1=O (configuration not stated) is entered as 67
# LYP act with CNC(=O)c1ccc(N(Cc2ccccc2C)S(C)(=O)=O)cc1 is entered as -6
# HUVEC prolif 384 with O=C(C1CCC(CNS(=O)(=O)c2cccs2)CC1)N1CCCCC1 (configuration not stated) is entered as 122

# Next part:
SMILES,LYP act,S1P2 ag,Fibroblast inh,H69AR inhibit,sEH inhibitor,S1P2 antag,PostGolgi ctrl,sEH act,HUVEC prolif 384
COc1cccc(OCC(O)CN2CCOCC2)c1 (configuration not stated),11,-4,102,96,-16,-11,5,15,106
CCOc1ccc2oc(-c3ccccc3)c(C(=O)N3CCN(C)CC3)c2c1,5,-2,91,75,2,16,22,0,72
COc1ccc(C(=O)CCC(=O)O)cc1,-2,-2,94,106,-6,-1,4,8,113
C=CCC1c2cccc(C(=O)O)c2C(=O)N1c1ccc(F)cc1 (configuration not stated),-1,-3,99,91,0,-7,14,2,93
CCn1c(=O)cc(OCC(=O)NCCCN2CCC(C)CC2)c2ccccc21,13,-2,105,90,6,3,6,-5,98
COc1ccc(C(=O)c2c[nH]c(C(=O)NCc3ccco3)c2)cc1,7,-2,x,x,0,2,5,1,x
COc1ccc(NC(=O)c2c(Nc3ccccc3)sc(C(=O)c3ccc(F)cc3)c2N)cc1,2,-5,x,x,-2,44,1,5,x
C=CCn1c(-c2cccn(Cc3ccc(Cl)cc3Cl)c2=O)n[nH]c1=S,-8,-6,x,x,10,14,7,-13,x

# High-throughput results: PubChem BioAssay, several laboratories
